# HTR5A ag: counter-screen for OPRM1-OPRD1 agonists: human HTR5A agonism; HTR5A agonist assay, luminescence, cell-based; activation, % at 9.3 µM; actives 0.61% (n = 340,000); AID 504692; in the data active means activation mostly above about 9.5%, no sharp cut-off; inactive means mostly below about 7.6%;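 further: 0% = cells with vehicle only and 100% = reference agonist; strong numbers were not always called active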
# Wnt act: activators of Wnt/beta-catenin signaling. Wnt/beta-catenin reporter cell assay, activator, plate reader. activation, % at 9.35 µM. actives 1.2% (n = 300,000); in the data active means activation above about 30%, passing the limit was not always enough; inconclusive means no clear call, values can overlap the other calls;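 further: 0% = neutral control wells and 100% = positive control wells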
# SR-BI DiI-HDL act: SR-BI HDL lipid transfer activation | AID 504775 | activation, % at 12.5 µM | actives 0.096% (n = 320,000) | CHO ldlA[mSR-BI] cells, DiI-HDL uptake fluorescence, 3 h; 100 = double the neutral-control signal;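 active means mean replicate activation of at least 60% and every replicate at or above 60%; inconclusive means mean or all-replicate condition met, but not both; inactive means mean below 60% and not all replicates reaching 60%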;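 further: 0% = median plate neutral-control signal and 100% = twice that signal; values of inactives mirror those of a sister screen read the other way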
#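 Assay system: LDL receptor-deficient CHO ldlA cells overexpressing murine SR-BI / Medium: BSA-supplemented, HEPES-buffered Ham's F12, pH 7.4 / Probe or stimulus: DiI-labelled HDL at 10 µg/mL final / Timing: compound with DiI-HDL co-incubation, 3 h at 37 °C / Technique: bottom-read cell fluorescence after medium removal, ex 550/em 595 nm / Measure: HDL uptake via cellular fluorescence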
# CDK5 inh: blocks human CDK5/p35 kinase activity; Q00535+Q15078; Recombinant CDK5/p35, ADP-Glo luminescence, 60 min; inhibition, % at 10 µM; actives 0.01% (n = 330,000);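 active means highest replicate inhibition of at least 50% and at least 75% of replicates reaching 50%; inconclusive means only one of the two criteria met; inactive means both criteria failed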;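 further: plate controls were DMSO neutral control for no effect and GW8510 at 10 µM for full effect; many of its hits are not listed in these tables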
# PvdQ inh: P. aeruginosa PvdQ acylase inhibition. inhibition, % at 10 µM. AID 488965. actives 0.063% (n = 340,000). purified PvdQ acylase, fluorescence plate reader; in the data active means inhibition above about 30%, passing the limit was not always enough; inconclusive means no clear call, values can overlap the other calls;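 further: 0% = vehicle neutral wells and 100% = reference inhibitor wells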
# SR-BI DiI inh: inhibitors of mouse SR-BI mediated HDL lipid uptake; Q61009; ldlA[mSR-BI] CHO cells, DiI-HDL uptake fluorescence, 3 h; inhibition, % at 12.5 µM; actives 0.96% (n = 320,000);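 active means mean replicate inhibition of at least 70% and a set share of replicates each scoring 70 or more; inconclusive means meets just one of the two criteria; inactive means fails both criteria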;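 further: 0% = median of neutral control wells and 100% = median of positive control wells; values of inactives mirror those of a sister screen read the other way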
# Target sequence (Q61009 whole entry, looked up): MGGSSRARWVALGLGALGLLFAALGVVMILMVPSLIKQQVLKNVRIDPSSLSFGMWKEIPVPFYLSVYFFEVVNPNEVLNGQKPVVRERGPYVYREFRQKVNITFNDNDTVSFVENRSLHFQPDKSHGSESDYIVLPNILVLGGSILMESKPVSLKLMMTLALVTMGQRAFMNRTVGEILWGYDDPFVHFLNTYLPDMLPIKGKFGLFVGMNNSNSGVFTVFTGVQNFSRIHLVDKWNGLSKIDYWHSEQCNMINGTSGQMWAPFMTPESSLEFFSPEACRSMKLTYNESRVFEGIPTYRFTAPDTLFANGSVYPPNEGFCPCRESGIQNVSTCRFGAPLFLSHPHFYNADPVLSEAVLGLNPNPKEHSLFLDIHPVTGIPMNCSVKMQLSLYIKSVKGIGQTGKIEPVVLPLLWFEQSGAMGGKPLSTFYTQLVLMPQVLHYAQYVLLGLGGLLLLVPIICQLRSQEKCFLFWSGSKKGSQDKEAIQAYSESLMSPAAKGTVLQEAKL
# Rtt109 HAT inh: inhibitors of Candida albicans Rtt109/Vps75 histone acetyltransferase | actives 0.16% (n = 330,000) | purified Rtt109/Vps75, ThioGlo CoA-SH fluorescence, 4 h | inhibition, % at 34.9 µM;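 active means inhibition of at least 50% in every replicate; inconclusive means best replicate reaches 50% inhibition but some replicates fall short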
# Target sequence (Q5AAJ8 whole entry, looked up): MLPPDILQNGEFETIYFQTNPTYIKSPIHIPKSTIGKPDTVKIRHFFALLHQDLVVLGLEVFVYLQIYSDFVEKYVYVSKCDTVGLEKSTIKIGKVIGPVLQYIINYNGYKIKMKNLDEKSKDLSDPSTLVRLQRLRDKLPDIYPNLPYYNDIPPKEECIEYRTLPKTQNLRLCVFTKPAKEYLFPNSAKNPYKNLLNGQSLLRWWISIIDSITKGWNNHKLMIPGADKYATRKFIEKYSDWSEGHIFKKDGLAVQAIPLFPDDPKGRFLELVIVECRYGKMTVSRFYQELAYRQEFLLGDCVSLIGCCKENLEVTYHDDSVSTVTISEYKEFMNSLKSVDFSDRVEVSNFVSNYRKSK
# cardiac RTF act: increases calcium sensitivity of human cardiac regulated thin filaments | P19429+P45379 | IANBD-labeled TnC RTF fluorescence at EC20 calcium; 0% EC20 calcium, 100% full calcium | activation, % at 7.2 µM | actives 0.24% (n = 340,000);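 active means activation above the mean over all tested compounds plus 3 SD, cut at about 30% in these data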;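 further: rise in fluorescence read as greater calcium sensitivity of cardiac thin filaments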
# MITF TRPM1 HTS: MITF TRPM1 promoter activation in melanoma cells. SK-MEL-5 TRPM1-promoter luciferase, 24 h; % of positive control, neutral wells = 0. activation, % at 12.5 µM. actives 0.75% (n = 300,000);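 active means mean activation of at least 80% with every replicate also reaching 80%; inconclusive means mean reaches 80% but some replicate falls short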;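 further: 0% = neutral control wells and 100% = parthenolide positive control wells; values of inactives mirror those of a sister screen read the other way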
# dFosB act: activators of mouse delta FosB homodimer; P13346; purified delta FosB, TAMRA-CDK5 oligo fluorescence polarization; percent of positive-control signal above neutral wells; activation, % at 25 µM; actives 0.99% (n = 340,000); AID 493131;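 active means mean activation above about 17%, with every replicate also reaching it, limit read from the data, passing the limit was not always enough; inconclusive means only one of the two conditions met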;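 further: fluorescence polarization rise as delta FosB binds a TAMRA Cdk5 AP-1 oligo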
# Numbers without * were called inactive; ? = inconclusive; . = no result given.
SMILES,HTR5A ag,Wnt act,SR-BI DiI-HDL act,CDK5 inh,PvdQ inh,SR-BI DiI inh,Rtt109 HAT inh,cardiac RTF act,MITF TRPM1 HTS,dFosB act
Cc1ccc(-c2ccc(SCC(=O)NC3CCCCC3)nn2)cc1,-3.3,4.2,-9.4,-1.9,3.4,9.4,26.8,-5.6,42.0,2.4
CC(C)(C)N1C(=O)[C@H]2[C@@H](c3ccc(Br)cc3)N3C(=O)N(c4cccc(F)c4)C(=O)[C@@]3(C)[C@H]2C1=O,3.3,-1.4,3.4,0.3,-13.7,-3.4,4.0,-3.0,-1.6,-5.7
CCC(C)Nc1nc2c(C)cccn2c(=O)c1C=Nc1ccc(OC)cc1 (stereo not drawn),4.0,-0.8,-13.9,-9.0,-9.0,13.9,-17.0,-1.5,-2.8,-3.2
Oc1[nH]c2ccccc2c1N=Nc1c(F)c(F)c(Cl)c(F)c1F,-0.6,0.3,13.2,-0.2,-7.5,-13.2,-7.2,5.0,.,-2.9
Cc1nc2ccccn2c1C(=O)N/N=C/c1ccccc1[N+](=O)[O-],6.8,0.1,3.2,5.2,20.6,-3.2,.,8.3,-6.2,0.9
O=C(c1cccs1)N1CCc2c([nH]c3ccccc23)C1c1ccccn1 (stereo not drawn),3.7,-2.5,-37.8,1.3,10.3,37.8,14.7,-2.5,-4.5,-10.2
CCN(CC)S(=O)(=O)c1cc(NC(=O)NCCCl)ccc1C,5.3,-2.4,.,1.9,-4.9,.,-0.3,-0.6,-6.0,-13.2
Nc1cc2c3ccccc3ccc2c2ccccc12,-0.4,2.9,-64.1,0.6,-13.7,64.1,-2.6,2.5,-1.8,-4.5
Cc1nc2ccc(NC(=S)NC(C)C)cc2nc1C,-0.8,.,-9.9,0.6,-8.5,9.9,-0.9,-2.8,30.6,-4.0
O=C(NCc1ccco1)c1ccc(CS(=O)(=O)Cc2ccc(Cl)cc2)o1,2.0,13.0,-3.4,-0.2,-14.8,3.4,-2.4,-0.5,-2.4,-8.6
O=C(CCN1CCOCC1)NNC(=O)Nc1cccc([N+](=O)[O-])c1,-3.1,-2.8,24.9,-0.5,1.7,-24.9,8.6,-1.8,-4.6,-4.1
CC(=O)CSc1nnc2c3ccccc3nc(C(C)(C)C)n12,0.8,-2.3,-39.8,-2.0,1.6,39.8,8.6,1.0,-5.0,-6.0
CCOC(=O)c1ccc(N2CCCCC2)c(NS(=O)(=O)c2cccc(C(F)(F)F)c2)c1,4.1,-0.9,-4.9,-7.9,-13.3,4.9,-6.2,-2.5,.,-4.5
O=C(COC(=O)c1cccc(Br)c1)Nc1cccc2c1C(=O)c1ccccc1C2=O,-2.4,15.5,-37.9,-1.6,1.5,37.9,.,-3.8,34.6,?
CC(CCCC(C)(C)O)NCCO (stereo not drawn),-4.6,.,7.5,0.1,-13.6,-7.5,0.1,-0.4,15.4,3.2
O=C(NC(=S)Nc1ccc2[nH]c(=O)[nH]c2c1)c1ccccc1F,-1.0,5.4,3.7,0.3,-4.2,-3.7,-3.5,-4.3,5.1,2.1
O=C(O)CCn1c(O)c(C=C2N=c3ccccc3=N2)sc1=S,5.1,-4.7,.,0.5,-6.6,.,-1.6,0.0,-37.1,-4.6
Cc1ccc(CCNC(=O)c2cc(S(=O)(=O)N3CCOCC3)cn2C)cc1,5.3,19.8,-10.0,2.5,-13.3,10.0,-2.1,3.3,-3.5,-8.4
CC(C)CC(=O)N1CCC(N2CCN(c3ccccc3)CC2)CC1,0.8,-3.7,7.9,0.6,-12.8,-7.9,-26.6,1.8,8.2,-1.3
CCN(CC(=O)Nc1ccc(NC(C)=O)cc1)C(=O)CCN1C(=O)c2cccc([N+](=O)[O-])c2C1=O,0.2,-0.4,8.1,-2.3,3.4,-8.1,-1.2,-6.9,8.5,3.1
C=CCNC(=S)Nc1sc2c(c1C#N)CCCC2,5.1,0.6,-20.0,-0.3,-7.6,20.0,-1.7,-5.3,5.6,-7.5
CCCCc1ccc(NC(=O)CSc2nc3ncccc3[nH]2)cc1,2.6,-4.3,26.1,0.7,-4.3,-26.1,2.0,-7.3,1.3,19.6*
CC(C)N=C(NS(=O)(=O)c1cccs1)c1ccccc1,4.0,-1.4,-4.7,-0.7,-10.2,4.7,2.2,-2.8,3.7,-0.8
C#CCNC(=O)C1=C[C@H](c2ccc3c(c2)OCO3)C[C@H](OCc2ccc(CO)cc2)O1,-1.2,1.3,17.8,0.9,-17.7,-17.8,-1.3,8.6,-3.4,-11.1
Cc1cc(C)nc(/N=C(/NC(=O)Nc2ccc(Cl)c(Cl)c2)Nc2cccc(Cl)c2)n1,3.7,-3.5,3.3,0.3,5.1,-3.3,-2.4,3.4,-2.1,6.8
SMILES,HTR5A ag,Wnt act,SR-BI DiI-HDL act,CDK5 inh,PvdQ inh,SR-BI DiI inh,Rtt109 HAT inh,cardiac RTF act,MITF TRPM1 HTS,dFosB act
CCC(Sc1nc2n[nH]c(C)c2c(=N)n1-c1ccc(C)c(Cl)c1)C(=O)N1CCOCC1 (stereo not drawn),4.4,2.8,.,-1.4,-8.5,.,-3.1,-2.0,12.4,-28.3
S=C(NCC1(c2ccccc2)CCCC1)Nc1ccccc1,3.7,-3.6,-11.5,-1.9,-13.7,11.5,-1.0,3.1,-9.5,-5.1
COc1ccccc1C(=O)NC(=O)COC(=O)c1ccc(C)o1,-2.9,1.7,39.3,0.3,-21.6,-39.3,-3.6,1.4,6.4,0.2
CC(=O)Nc1ccc(N2CCN(c3ccc(C(F)(F)F)cn3)CC2)nc1,0.4,1.7,-14.7,1.8,1.4,14.7,1.9,-3.2,18.4,0.5
COCCCn1c(SCC(=O)NCc2ccccc2)nc2ccccc2c1=O,4.2,.,-5.0,0.7,-9.3,5.0,.,-1.5,-1.9,0.8
Cc1cc(C)nc(SCc2cn3ccccc3n2)n1,-0.9,3.7,23.2,0.4,3.0,-23.2,-0.2,0.1,16.7,-0.6
Cc1sc(NC(=O)Cn2c(=O)oc3ccccc32)nc1-c1ccc(Cl)cc1,2.9,-1.6,-8.6,-0.5,3.4,8.6,0.1,-10.7,-1.7,39.6*
CC(=O)c1ccc(NC(=O)C(C)OC(=O)c2ccc(NS(=O)(=O)c3ccc4[nH]c(=O)[nH]c4c3)cc2)cc1 (stereo not drawn),6.9,1.1,-18.7,-1.5,6.9,18.7,-0.8,-0.1,13.3,-12.3
COc1cc(NC(=O)Cc2ccccc2)ccc1NC(=O)c1ccco1,0.5,6.5,-59.9,1.1,-4.0,59.9,13.2,-5.0,10.4,-1.3
CCOC(=O)CSC(=S)NC(=O)c1ccc(OC)cc1,6.1,-3.4,30.9,3.8,17.3,-30.9,7.9,0.2,3.1,-2.3
COc1ccccc1C(=O)NC(CCSC)C(=O)OC(C)C(=O)NC1CC1 (stereo not drawn),3.9,3.7,8.2,0.7,-5.9,-8.2,3.3,2.2,7.4,-4.0
COc1ccc(-c2cc(Cl)cc3c(=O)c4ccccc4n(C)c23)cc1F,-1.7,0.2,-40.3,0.2,-4.2,40.3,-11.4,12.6,4.8,-0.9
COCC(=O)Nc1c(C(=O)Nc2ccc3c(c2)OCCO3)oc2ccccc12,-0.5,18.2,-12.2,0.6,1.4,12.2,9.7,2.0,91.6*,-5.1
Clc1cc(Br)ccc1OCCCNCc1ccccc1,8.0,.,1.8,1.1,-8.4,-1.8,8.7,3.7,1.4,-21.5
O=C(Cc1cccs1)Nc1ccccc1,-3.1,0.1,4.2,2.1,-12.1,-4.2,-0.6,2.7,13.5,-9.5
CCOP(=O)(OCC)c1nc(-c2ccccc2)oc1N1CCCCC1,0.9,2.3,-1.8,0.3,-19.0,1.8,-0.2,-5.7,-12.9,4.9
O=C(CN1C(=O)NC2(CCCCCCC2)C1=O)Nc1ccc(Cl)cc1,-4.9,-2.0,12.1,1.6,-1.5,-12.1,-4.3,-0.1,40.9,-7.5
O=C(Nc1cccc(F)c1)Nc1ccc2c(c1)CCC2,2.3,34.0*,-21.3,-3.2,-7.3,21.3,-2.0,-5.1,?,-6.3
Nc1nc(CSc2nc3ccccc3[nH]2)nc(N2CCOCC2)n1,0.9,.,13.7,0.2,-12.9,-13.7,-13.5,-4.0,5.3,7.2
COc1cc(C(=O)Nc2ccc(C(=O)O)cc2)ccc1OC(C)=O,4.1,0.2,18.6,-0.4,12.2,-18.6,1.1,-4.3,-3.8,1.0
COC(=O)COc1ccc(S(=O)(=O)Nc2ccc(NC(C)=O)cc2)cc1C,-4.3,.,11.3,0.0,-18.8,-11.3,3.9,3.6,-9.1,4.6
C/C(=N/NC(N)=S)c1ccc(Br)s1,5.8,-1.4,-82.5,3.6,-1.0,?,-5.8,0.1,-10.4,-2.7

# Grouped by structure: the compounds so far with an NH in an aromatic ring (seven)
SMILES,HTR5A ag,Wnt act,SR-BI DiI-HDL act,CDK5 inh,PvdQ inh,SR-BI DiI inh,Rtt109 HAT inh,cardiac RTF act,MITF TRPM1 HTS,dFosB act
Oc1[nH]c2ccccc2c1N=Nc1c(F)c(F)c(Cl)c(F)c1F,-0.6,0.3,13.2,-0.2,-7.5,-13.2,-7.2,5.0,.,-2.9
O=C(c1cccs1)N1CCc2c([nH]c3ccccc23)C1c1ccccn1 (stereo not drawn),3.7,-2.5,-37.8,1.3,10.3,37.8,14.7,-2.5,-4.5,-10.2
O=C(NC(=S)Nc1ccc2[nH]c(=O)[nH]c2c1)c1ccccc1F,-1.0,5.4,3.7,0.3,-4.2,-3.7,-3.5,-4.3,5.1,2.1
CCCCc1ccc(NC(=O)CSc2nc3ncccc3[nH]2)cc1,2.6,-4.3,26.1,0.7,-4.3,-26.1,2.0,-7.3,1.3,19.6*
CCC(Sc1nc2n[nH]c(C)c2c(=N)n1-c1ccc(C)c(Cl)c1)C(=O)N1CCOCC1 (stereo not drawn),4.4,2.8,.,-1.4,-8.5,.,-3.1,-2.0,12.4,-28.3
CC(=O)c1ccc(NC(=O)C(C)OC(=O)c2ccc(NS(=O)(=O)c3ccc4[nH]c(=O)[nH]c4c3)cc2)cc1 (stereo not drawn),6.9,1.1,-18.7,-1.5,6.9,18.7,-0.8,-0.1,13.3,-12.3
Nc1nc(CSc2nc3ccccc3[nH]2)nc(N2CCOCC2)n1,0.9,.,13.7,0.2,-12.9,-13.7,-13.5,-4.0,5.3,7.2

# Bioassay records as filed in PubChem BioAssay.
